Source: PubChem (The Scripps Research Institute Molecular Screening Center)
EBNA-1 inh = EBNA-1 DNA-binding inhibitors, primary screen, biochemical, fluorescence polarization. inhibition, % at 14.8 µM. hit rate 0.34% among 300,000. AID 1950, 2009; in the data active = inhibition above about 28%
ZTA DNA inh = ZTA (EBV) inhibition in EBNA-1 counter-screen. P03206. ZTA-DNA binding, fluorescence polarization. inhibition, % at 11 µM. hit rate 0.15% among 320,000; in the data active = inhibition above about 33%
Target sequence (P03206 whole entry, looked up): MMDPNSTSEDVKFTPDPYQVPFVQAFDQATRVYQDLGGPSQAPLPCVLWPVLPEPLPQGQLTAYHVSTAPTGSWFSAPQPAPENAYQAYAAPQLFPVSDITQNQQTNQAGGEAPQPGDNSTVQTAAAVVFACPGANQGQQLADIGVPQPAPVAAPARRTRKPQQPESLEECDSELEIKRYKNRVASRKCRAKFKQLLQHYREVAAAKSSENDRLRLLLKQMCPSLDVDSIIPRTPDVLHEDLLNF
LYPLA1 counter = LYPLA1 inhibitors, primary screen, counter-screen for PME1 inhibitor project, biochemical, fluorescence polarization, FP-Rh probe ABPP; Acyl-protein thioesterase 1 (Homo sapiens), O75608; recombinant LYPLA1; inhibition, % at 5.9 µM; hit rate 0.16% among 320,000;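 active = inhibition above the mean of all tested compounds plus 3 SD, set per campaign, cut at about 14% in these data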;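 note: inhibitors block serine hydrolase probe labeling of LYPLA1 so polarization falls; 0% = enzyme with DMSO and 100% = wells lacking LYPLA1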
Target sequence (O75608 whole entry, looked up): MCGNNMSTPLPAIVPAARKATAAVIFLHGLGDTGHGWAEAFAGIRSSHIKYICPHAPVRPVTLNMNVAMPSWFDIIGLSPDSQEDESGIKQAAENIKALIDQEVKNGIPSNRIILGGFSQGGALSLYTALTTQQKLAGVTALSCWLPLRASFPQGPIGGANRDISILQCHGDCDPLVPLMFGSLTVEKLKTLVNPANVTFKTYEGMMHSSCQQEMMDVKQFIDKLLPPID
PAFAH2 inh = PAFAH2 enzyme inhibitors, primary screen, biochemical, fluorescence polarization, human; inhibition, % at 3.39 µM; hit rate 0.99% among 340,000; recombinant PAFAH2, FP-rhodamine activity probe; AID 492956, 2010;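 active = inhibition above the mean over all tested compounds plus 3 SD, cut at about 30% in these data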;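 note: inhibitors block probe labeling of enzyme so polarization drops; 0% = enzyme with DMSO and 100% = wells lacking PAFAH2 protein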
PAFAH1B3 inh = PAFAH1B3 enzyme inhibitors, primary screen, biochemical, fluorescence polarization, human; hit rate 0.28% among 340,000; inhibition, % at 3.39 µM; AID 492972, 2010; recombinant PAFAH1B3, FP-rhodamine probe;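 active = inhibition above the screen-wide average of all tested compounds plus 3 SD, cut at about 25% in these data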;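 note: 0% = enzyme with DMSO only and 100% = wells lacking PAFAH1B3 protein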
Target sequence (Q15102 whole entry, looked up): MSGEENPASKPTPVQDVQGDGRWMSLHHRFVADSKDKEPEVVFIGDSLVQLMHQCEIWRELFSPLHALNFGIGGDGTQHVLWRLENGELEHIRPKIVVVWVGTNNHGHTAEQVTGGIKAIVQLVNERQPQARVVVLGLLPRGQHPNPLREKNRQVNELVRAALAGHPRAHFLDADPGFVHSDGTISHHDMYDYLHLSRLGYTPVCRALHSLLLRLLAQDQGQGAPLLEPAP
PREPL inh = PREPL enzyme inhibitors, primary screen, biochemical, fluorescence polarization | inhibition, % at 5.96 µM | Prolyl endopeptidase-like (Homo sapiens), Q4J6C6 | AID 2751, 2010 | recombinant PREPL, fluorescence polarization activity-based probe | hit rate 0.68% among 320,000; in the data active = inhibition above about 43%;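 note: 0% = enzyme with DMSO and 100% = wells lacking enzyme; many of its hits are not listed in these tables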
PAFAH1B2 inh = PAFAH1B2 enzyme inhibitors, primary screen, biochemical, fluorescence polarization, human. hit rate 1.2% among 340,000. Platelet-activating factor acetylhydrolase IB subunit alpha2 (Homo sapiens), P68402. recombinant PAFAH1B2, FP-rhodamine activity probe. inhibition, % at 3.39 µM;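 active = inhibition above the mean of all tested compounds plus 3 SD, cut at about 24% in these data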;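 note: 0% = enzyme with DMSO and 100% = wells lacking PAFAH1B2; many of its hits are not listed in these tables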
Target sequence (P68402 whole entry, looked up): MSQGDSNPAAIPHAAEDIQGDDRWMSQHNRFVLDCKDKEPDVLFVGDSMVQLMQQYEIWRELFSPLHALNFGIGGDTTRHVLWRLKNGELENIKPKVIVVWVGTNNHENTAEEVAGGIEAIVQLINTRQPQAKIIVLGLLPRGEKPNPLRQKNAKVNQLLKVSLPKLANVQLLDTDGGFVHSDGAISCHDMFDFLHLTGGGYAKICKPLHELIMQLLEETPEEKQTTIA
LYPLA2 inh = LYPLA2 inhibitors, primary screen, counter-screen for PME1 inhibitor project, biochemical, fluorescence polarization, FP-Rh probe ABPP; Acyl-protein thioesterase 2 (Homo sapiens), O95372; recombinant LYPLA2; inhibition, % at 5.9 µM; hit rate 0.38% among 320,000;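 active = inhibition above the screen-wide mean plus 3 SD, limit set per campaign, cut at about 26% in these data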;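 note: 0% = LYPLA2 with DMSO and 100% = wells lacking LYPLA2 enzyme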
pPAFAH inh = pPAFAH enzyme inhibitors, primary screen, biochemical, fluorescence polarization, human; Platelet-activating factor acetylhydrolase (Homo sapiens), Q13093; recombinant pPAFAH, FP-rhodamine probe fluorescence polarization; inhibition, % at 3.39 µM; hit rate 1.5% among 330,000;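 active = inhibition above the mean inhibition across the screen plus 3 SD, cut at about 25% in these data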;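 note: inhibitors block binding of the rhodamine activity-based probe so polarization drops; 0% = enzyme with DMSO and 100% = wells lacking pPAFAH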
Starred values were filed as active, the others as inactive; / = no result given. This is a subset (hit frequency here may not be typical).

Under each structure: ZTA DNA inh, EBNA-1 inh, PAFAH1B3 inh, PAFAH1B2 inh, LYPLA1 counter, PREPL inh, LYPLA2 inh, PAFAH2 inh, pPAFAH inh
> CCc1ccc(OCc2nnc(SCC(=O)NC3CCCCC3)o2)cc1
  12.6, 4.6, 1.4, 15.7, 2.4, 29.8, 9.2, 6.6, 10.7
> Cc1cc(=O)n2nc(N3CCCC3C(=O)NCCCN3CC(C)CC(C)C3)sc2n1 (configuration not stated)
  17.5, 14.2, 3.1, 3.0, 1.6, 6.5, 0.4, -2.5, 5.7
> CCOC(=O)CCCCC(=O)c1[nH]c(=O)[nH]c1Cn1ccnc1
  -1.2, -4.2, 9.5, -0.2, 1.2, -3.6, 1.0, 6.2, 0.6
> CC(C)Oc1ccc(CNC2CCOC(C)(C)C2)cc1 (configuration not stated)
  -6.6, -2.3, 9.2, -11.0, -4.1, 8.2, -3.0, 2.5, 4.2
> N=C1C(c2nc3ccccc3s2)=C(O)CN1Cc1ccccc1
  9.1, 0.6, 11.8, 0.0, -0.2, 1.0, -1.5, 4.3, 3.6
> O=C(CSc1ncnc2nc[nH]c12)c1ccccc1
  -7.5, -14.5, 9.7, 2.1, -1.6, 15.9, 0.9, -1.1, 5.2
> CN(c1ccccc1C(=O)Nc1ccccc1C(=O)NCc1ccco1)S(C)(=O)=O
  -0.3, -4.2, 4.3, -3.8, -2.6, -0.9, 1.5, -3.9, 1.2
> CCN(CC)C(=O)[C@H]1C[C@H](CC(=O)NCCCOC)C(=O)N2CCc3c([nH]c4cc(CCC(=O)N(C)C)ccc34)[C@]12C
  /, /, 9.7, 5.2, /, /, /, 0.1, 4.0
> CN1C(=S)SC(N2OC3C(=O)N(c4ccccc4)C(=O)C3C2c2ccc(Cl)cc2)C1(C)C (configuration not stated)
  21.6, 6.7, 6.9, 3.3, -0.7, -7.1, 5.0, 0.7, 4.7
> CC(C)N(C(=O)C[n+]1ccsc1N)c1ccccc1
  9.1, 5.4, 10.4, 4.1, -2.8, 2.7, -5.6, 9.9, 0.1
> O=C(Nc1ccc(N2CCOCC2)cc1N1CCOCC1)c1ccc(Br)cc1
  -3.8, 12.3, 14.4, -0.7, -3.3, -3.9, -2.3, 8.4, 7.1
> CC(=O)N1N=C(c2ccccc2)OC1c1ccc([N+](=O)[O-])s1 (configuration not stated)
  -2.8, -7.2, 18.6, 3.4, -3.7, 19.8, -1.6, 27.5, 4.6
> C(=C\c1ccccc1)/CSc1nnc(-c2ccccc2)n1Cc1ccco1
  -6.3, -10.7, 3.8, 5.5, -1.9, 11.5, -1.2, -6.0, 9.7
> CCOC(=O)/C=C1\SCC(=O)N1CC(=O)NC(C)c1ccc(F)cc1 (configuration not stated)
  7.7, 1.7, 11.1, 4.4, -8.8, -6.5, -2.9, -2.8, 8.7
> O=C(CSc1ncc(-c2ccccc2)n1C1CCCC1)N1CCc2ccccc21
  -3.9, -7.5, 9.8, 4.0, -2.2, 21.4, 0.0, -7.5, 3.4
> Cc1cccc(-c2nc(CN3CCCC(C(=O)NC4CCC(C)CC4)C3)c(C)o2)c1 (configuration not stated)
  -22.7, -22.7, -1.7, -0.6, 1.2, 27.8, 3.0, 5.3, -3.2
> O=C(c1cc(COc2ccc(F)c(F)c2)on1)N1CCN(C2CCCCC2)C(=O)C1
  -1.3, -13.8, 4.4, 4.3, 0.3, 15.8, 10.6, 5.8, -2.0
> COc1cc(-c2nc3n(c(=O)c2C#N)CCS3)cc(OC)c1OC
  2.5, -7.3, 0.2, -0.9, -4.1, 2.8, -5.8, 13.3, 5.4
> O=C(c1cccs1)N1CCC(c2nc(-c3ccc(S(=O)(=O)N4CCOCC4)cc3)no2)CC1
  -17.0, -8.1, 6.1, -3.0, 2.7, 4.9, 4.6, 3.5, -6.3
> CCN(c1ccccc1)c1ncnc2c1cnn2-c1ccccc1
  -18.1, -5.6, 9.5, 5.6, 1.1, -19.0, 1.9, 6.6, -0.3
> CN(C)C(CNc1nnnn1-c1ccccc1)c1ccco1 (configuration not stated)
  -5.5, 10.0, 5.8, 4.2, -3.3, 9.5, 4.7, 2.8, 3.0
> COc1ccc(Nc2nccc(-c3ccc(C#N)cc3)n2)cc1
  -10.5, -0.2, 6.9, -0.1, -0.1, 18.1, -0.3, 2.4, 1.5
> COc1ccccc1Nc1nn2c(=O)c3ccc(C(=O)NCc4cccnc4)cc3nc2s1
  -10.9, 3.1, -1.0, 1.5, 0.3, 12.6, 1.3, 9.4, -2.1
> O=C(Nc1cccc(Cl)c1)N(Cc1nc2ccccc2c(=O)[nH]1)Cc1cccs1
  -10.3, 2.3, 7.9, 2.2, -7.9, -6.6, -3.7, -14.2, 2.0
> Cc1ccccc1-c1nnc(SCCC(=O)N2CCOCC2)o1
  2.7, 4.8, 5.0, 0.7, -0.6, 3.9, -1.9, 2.5, 4.0
> COc1ccc(S(=O)(=O)NC2(C(F)(F)F)NC(=O)N(CCc3ccc(OC)c(OC)c3)C2=O)cc1 (configuration not stated)
  -15.6, -1.3, 12.1, -0.3, -0.8, -3.5, 0.6, -9.3, 1.6
> Cn1c(C(=O)NCC2CCCO2)cc2c(=O)[nH]c3ccccc3c21 (configuration not stated)
  3.2, 5.8, 4.4, -0.3, 0.5, -7.1, 0.9, -12.7, 3.3
> COC(=O)/C(=C\Nc1ccc(Cl)cc1Cl)NC(=O)c1ccc(OC)cc1
  -4.7, -5.1, 1.6, 1.7, -5.2, -4.7, -4.7, 0.8, -7.0
> COc1ccccc1NC(=O)c1sc2ncn(Cc3ccc(C)cc3)c(=O)c2c1C
  0.9, -2.0, 2.9, -2.2, -4.5, 5.2, -2.5, -0.4, 0.4
> COc1cccc2sc3ccc(NCc4ccc5c(c4)OCO5)cc3c(=O)c12
  11.8, -5.8, 2.8, 1.6, 0.2, 18.7, 0.3, 13.4, 9.2
> CCN(CC(=O)Nc1cc(Cl)ccc1C)C(=O)C1CC1
  -20.4, /, 1.5, 1.1, 0.5, -1.7, -1.3, 2.5, -0.9
> CC1=CCC[C@H]2[C@H](C1)C(=O)C[C@@H](C)[C@]2(C)CC/C(=C/CO)CO
  /, /, -2.3, 6.5, /, 4.1, /, 2.8, 4.2
> O=C(Cc1ccccc1)Nn1c(-c2ccccc2F)nc2ccccc2c1=O
  12.7, -8.0, 10.6, 0.9, 0.7, -13.1, 3.6, 11.4, -2.0
> N#Cc1nc(-c2ccccc2)oc1NCC1CCCO1 (configuration not stated)
  16.7, 1.9, 3.8, 4.0, 1.6, -1.8, 0.1, 0.3, -0.3
> CN1c2ccsc2C(O)=C(C(=S)Nc2ccc(F)c(Cl)c2)S1(=O)=O
  11.0, 1.8, 11.9, 7.0, 0.2, 4.9, 3.6, 20.6, -2.3
> O=S(=O)(c1ccccc1)N1CCN=C1SCc1cccc(Cl)c1
  -25.4, 3.9, -2.1, -1.9, -1.3, -1.8, 3.3, 12.6, 2.9
> CCCCN(C)CCCNC(=O)CS(=O)Cc1nc(-c2ccc(OC)c(OC)c2)oc1C (configuration not stated)
  -26.7, -6.6, 7.7, 0.6, 0.9, 13.6, 8.0, -9.0, -4.2
> CC(C)Cn1c(SCC(=O)c2ccc(Cl)s2)nnc1-c1ccco1
  14.4, -14.8, 2.7, 5.2, -2.8, 14.0, 6.2, 0.8, 0.4
> CC(=O)c1c(C)[nH]c(C(=O)Nc2cccc(S(=O)(=O)N(C)c3ccccc3)c2)c1C
  5.1, -3.5, 5.3, -3.0, -32.9, -9.0, -42.0, -10.6, -4.9
> Cc1nc2ccccc2c(=O)n1-c1ccc(NS(=O)(=O)c2ccc(F)cc2)cc1
  -4.8, -0.9, 8.3, 5.7, 0.9, -12.8, 0.2, -1.5, 4.9
> COc1ccc(NC(=O)N(C)C[C@H]2Oc3ccc(NS(=O)(=O)c4cccs4)cc3C(=O)N([C@H](C)CO)C[C@@H]2C)cc1
  /, /, 9.8, -3.3, /, 17.4, /, -3.2, -0.2
> Cc1ccc(OCc2nnc(N)s2)cc1
  -2.7, -16.1, 2.4, -2.2, 2.0, 1.1, -5.3, -2.6, -0.1
> CS(=O)(=O)N1CCc2cc(C(=O)O)ccc21
  -17.6, -2.2, 7.1, 2.0, -1.3, -17.8, -2.5, -2.2, 0.6
> COc1ccc2o/c(=N/NC(=O)c3cccs3)c(C(N)=O)cc2c1
  2.2, -3.1, -3.2, 2.3, 1.3, 23.4, -1.9, -3.4, 1.7
> O=C(NCc1ccc(N2CCCC2=O)cc1)c1cccc(Cl)c1
  2.9, -4.5, -6.2, 1.7, 2.1, 0.8, 7.1, -4.1, 3.7
> Cc1ccccc1NCN1C(=O)C2C3C=CC(C3)C2C1=O (configuration not stated)
  -6.2, -10.9, 5.8, 0.9, -1.4, -2.4, -1.6, 2.8, 4.1
> CC(C)c1ccc(NC2CCCN(C(=O)c3ccc4nccnc4c3)C2)cc1 (configuration not stated)
  3.0, -14.7, -0.3, 3.7, 1.5, 15.2, 5.5, 0.5, 4.8
> CC(C)c1ccccc1NC(=S)N1CCN(Cc2ccc3c(c2)OCO3)CC1
  -18.0, -4.2, 4.3, 3.6, -1.3, -6.2, 4.4, 3.8, 6.5
> NC(=O)c1ccc(NC(=O)CN2CCN(c3ccc(Cl)cc3)CC2)cc1
  2.4, -4.2, -12.4, 1.7, -2.5, -1.2, 6.1, 0.8, 5.4
> CCCS(=O)(=O)N1CCN(C(=O)COc2ccccc2)CC1
  -5.6, 0.9, 6.3, -0.7, -2.2, 13.6, 4.5, -4.3, -3.3
> CC(=O)Nc1nc(C)c(-c2csc(Nc3ccc(S(N)(=O)=O)cc3)n2)s1
  9.1, 18.4, 6.8, 3.2, -4.1, 4.8, -1.2, 1.1, 11.9
> CC(=O)Nc1ccc(S(=O)(=O)NCCC(=O)OCc2csc(CC(=O)Nc3ccccc3C)n2)cc1
  2.5, -7.5, -0.5, -1.7, -4.5, -2.0, -4.4, 2.4, 7.7
> CSc1ncc(C(=O)Nc2cccc(Cl)c2C)c(C)n1
  -14.4, 0.2, 8.6, -1.6, 2.1, 2.3, 9.0, -2.3, 2.7
> O=C1c2ccccc2C(=O)N1CCCCn1c(=O)oc2ccccc21
  -11.8, 6.9, -10.1, -0.8, -2.4, -8.6, 6.8, -2.8, -1.9
> O=C(NCc1cccs1)c1cc(-c2ccccc2)nn1CC1CC(c2cccnc2)=NO1 (configuration not stated)
  -5.4, 4.8, 2.1, -4.4, -0.3, -3.2, 3.1, 5.2, 3.9
> Cc1cc(NC(=O)CCS(=O)(=O)c2ccc3c(c2)NC(=O)C(C)S3)ccc1Br (configuration not stated)
  0.5, 6.7, 3.5, 2.8, -1.7, 5.3, -2.5, -7.8, 11.1
> COc1ccc(N(C)S(=O)(=O)c2ccc3c(c2)CCC(=O)N3)cc1
  1.9, -4.8, 0.6, -2.8, 2.7, 14.6, 5.9, -1.1, 0.1
> COc1ccc(-c2csc(NC(=O)c3ccc(OCC(=O)N4CCOCC4)c(OC)c3)n2)cc1
  22.5, 11.2, 0.0, -4.7, -8.2, 12.3, -6.7, -3.4, 3.6
> CN(C)c1ccc(C(=S)N2CCN(S(=O)(=O)c3ccccc3)CC2)cc1
  -9.0, -18.0, 12.6, 5.8, -1.2, 10.3, 4.8, 4.2, 0.3
